# Compound activity deposited in PubChem by National Center for Advancing Translational Sciences (NCATS).
# POLH inh – DNA polymerase eta (human) inhibition; 1.2% of 390,000 active; AID 588591; Potency, µM (series often up to 114 µM), for inactives: at the top dose activity change, negative = inhibition, most hits filed as inhibitors; recombinant Pol eta, fluorescent DNA replication assay; further: potency means the concentration at half of the fitted maximal effect; on the % scale 0 is the no-effect control and ±100 the full control effect
#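 Pol eta at 10 nM preincubated with compounds 15 min at room temperature; reaction started with fluorescent substrate (50 nM final) and read kinetically at 0 and 10 min.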
# RXFP1 antagonist – RXFP1 (human) relaxin receptor antagonism; 0.59% of 350,000 active; HEK293-RXFP1, relaxin-stimulated cAMP HTRF, 30 min; active compounds read low; Q9HBX9; AID 1259400; activity change, negative = inhibition, % at 57.5 µM;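 active means activity change of -60% or lower, but not beyond a set lower limit; inconclusive means change between -60% and -40%, or beyond the set limit; inactive means change above -40%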; further: on the % scale 0 is the no-effect control and ±100 the full control effect
# Pol iota inh – inhibitors of human DNA polymerase iota. Q9UNA4. Pol iota fluorescent replication assay, 10 min. Potency, µM (highest dose often 115 µM), inactives show at the highest dose activity, negative = inhibition, usual class: inhibitors. 1% of 390,000 active. AID 588590; further: potency means the concentration at half of the fitted maximal effect
#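 Fluorescent replication assay read twice, at 0 min and 10 min after adding 50 nM (final) substrate. Enzyme (10 nM) and compounds were first incubated 15 min at room temperature; enzyme-free buffer wells were negative controls.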
# BLM helicase inh – inhibitors of human Bloom syndrome helicase BLM; P54132; recombinant BLM DNA unwinding, fluorescence dequenching; Potency, µM (highest dose often 56.1 µM), inactives show at the top dose activity change, negative = inhibition, most hits filed as inhibitors; 0.2% of 350,000 active; AID 2528;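 further: potency means the concentration at half of the fitted maximal effect; plate controls were vehicle for no effect and no enzyme for full effect; nearly all actives have a fitted effect of over 35% in size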
# Target sequence (P54132 whole entry, looked up): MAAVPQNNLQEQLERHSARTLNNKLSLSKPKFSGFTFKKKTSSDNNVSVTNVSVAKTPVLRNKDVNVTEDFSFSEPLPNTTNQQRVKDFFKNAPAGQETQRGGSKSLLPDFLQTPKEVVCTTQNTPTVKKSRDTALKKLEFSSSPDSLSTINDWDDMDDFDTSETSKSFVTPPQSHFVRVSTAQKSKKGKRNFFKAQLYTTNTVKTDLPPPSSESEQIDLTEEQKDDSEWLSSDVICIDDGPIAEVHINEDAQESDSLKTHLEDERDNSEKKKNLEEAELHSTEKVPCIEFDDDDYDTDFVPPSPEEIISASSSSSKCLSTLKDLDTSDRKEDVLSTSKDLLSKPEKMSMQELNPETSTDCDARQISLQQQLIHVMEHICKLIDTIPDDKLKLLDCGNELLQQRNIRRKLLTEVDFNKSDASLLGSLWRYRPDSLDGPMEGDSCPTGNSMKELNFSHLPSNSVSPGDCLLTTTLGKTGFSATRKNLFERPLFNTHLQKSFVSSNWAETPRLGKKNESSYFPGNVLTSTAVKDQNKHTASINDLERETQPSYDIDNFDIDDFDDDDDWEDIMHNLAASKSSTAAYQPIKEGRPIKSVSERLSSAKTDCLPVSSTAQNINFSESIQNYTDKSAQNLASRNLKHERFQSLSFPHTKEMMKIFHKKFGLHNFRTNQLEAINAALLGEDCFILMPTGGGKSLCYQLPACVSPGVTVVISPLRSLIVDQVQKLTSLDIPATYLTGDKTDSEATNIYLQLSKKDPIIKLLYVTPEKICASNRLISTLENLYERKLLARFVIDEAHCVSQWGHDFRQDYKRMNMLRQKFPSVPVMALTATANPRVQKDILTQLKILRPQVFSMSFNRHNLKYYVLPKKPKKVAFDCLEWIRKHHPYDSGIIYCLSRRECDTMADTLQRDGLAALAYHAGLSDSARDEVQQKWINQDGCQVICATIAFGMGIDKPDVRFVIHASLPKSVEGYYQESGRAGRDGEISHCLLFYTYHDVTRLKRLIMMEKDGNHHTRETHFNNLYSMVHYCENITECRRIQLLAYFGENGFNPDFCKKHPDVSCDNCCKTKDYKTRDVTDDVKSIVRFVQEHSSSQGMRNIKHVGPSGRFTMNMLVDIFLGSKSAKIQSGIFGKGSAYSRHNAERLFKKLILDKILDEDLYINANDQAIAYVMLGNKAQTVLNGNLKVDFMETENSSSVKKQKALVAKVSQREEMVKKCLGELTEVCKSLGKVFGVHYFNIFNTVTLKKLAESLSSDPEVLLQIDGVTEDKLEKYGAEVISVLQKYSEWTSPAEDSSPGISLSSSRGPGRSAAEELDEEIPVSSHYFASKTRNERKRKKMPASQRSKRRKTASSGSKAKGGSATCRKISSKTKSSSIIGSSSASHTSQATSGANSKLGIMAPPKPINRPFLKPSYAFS
# Pol kappa inh – blocks human DNA polymerase kappa activity. AID 588579. 0.53% of 400,000 active. Potency, µM (highest dose often 107 µM), inactives show top-dose activity, negative = inhibition, most hits filed as inhibitors. purified Pol kappa, fluorescent DNA synthesis assay, 10 min; further: potency means the concentration at half of the fitted maximal effect; on the % scale 0 is the no-effect control and ±100 the full control effect
#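 10 nM Pol kappa was preincubated with compounds for 15 min at room temperature. Reaction started with 50 nM (final) substrate. Fluorescence read kinetically at 0 and 10 min.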
# Anesthetic bind – candidate novel general anesthetic via apoferritin binding; P02791; apoferritin/1-aminoanthracene competitive binding, fluorescence; Potency, µM (titrated, usually from 77.5 µM), for the others: top-dose activity change, negative = displacement, actives largely listed as inhibitors; 0.074% of 350,000 active; AID 485281; further: potency means the concentration at half of the fitted maximal effect; on the % scale 0 is the no-effect control and ±100 the full control effect; nearly all actives have a fitted effect of over 20% in size
#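 Horse-spleen apoferritin (10 uM) was mixed with 50% saturated 1-aminoanthracene in PBS, exposed to compounds for 10 min at room temperature, and read for fluorescence (ex 380 nm, em 535 nm). Competitive displacement was fitted with a four-parameter Hill equation.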
# APEX1 inh – APE1 (human) endonuclease inhibition; recombinant APE1, TAMRA/BHQ-2 abasic DNA cleavage fluorescence; Potency, µM (highest dose often 65.8 µM), without a hit: at the top dose activity change, negative = inhibition, usual class: inhibitors; 0.35% of 350,000 active;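 further: potency means the concentration at half of the fitted maximal effect; plate controls were vehicle for no effect and reference inhibitor for full effect; nearly all actives have a fitted effect of over 55% in size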
#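 Quantitative HTS: incision of a TAMRA/BHQ-2 double-stranded substrate bearing a tetrahydrofuran abasic site by 0.75 nM APE1 raises fluorescence. Substrate 50 nM final, added after 15 min compound preincubation at room temperature; progress as third-minus-first kinetic read difference.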
# POLB inh – DNA polymerase beta (human) inhibition; P06746; Pol beta primer extension/strand displacement, fluorescence kinetic; Potency, µM (top dose mostly 114 µM), for inactives: at the top dose activity change, negative = inhibition, most hits filed as inhibitors; 1.3% of 340,000 active; AID 485314; further: potency means the concentration at half of the fitted maximal effect; on the % scale 0 is the no-effect control and ±100 the full control effect
#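 Reaction started by 50 nM substrate onto compound-treated Pol beta (10 nM, 15 min preincubation, room temperature); plates read at 0 min and 10 min. Normalized concentration-effect data fitted by four-parameter Hill equation.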
# Tb PGK inh – inhibitors of T. brucei phosphoglycerate kinase | P07378 | PGK/GAPDH coupled, Kinase-Glo luminescence, 60 min | Potency, µM (doses to about 57.5 µM), inactives show top-dose activity change, negative = inhibition, hits mostly inhibitors | 0.043% of 380,000 active; further: potency means the concentration at half of the fitted maximal effect; on the % scale 0 is the no-effect control and ±100 the full control effect; nearly all actives have a fitted effect of over 60% in size
#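 Luminescent ATP detection (Kinase-Glo Plus) follows a 60-minute room-temperature incubation, with wells lacking PGK as controls. Buffer: 100 mM TEA (pH 7.6), 5 mM MgCl2, 0.01% Tween-20. Coupling enzyme GAPDH (100 nM final) supplies unstable 1,3-BPG in-well.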
# * marks the source's active call; other numbers are inactive results; i = inactive; ? = inconclusive; . = not tested or not shown; & = joins results of further samples; [ ] = dose if it differs, or a comment. Unless noted, the call rests on the fitted dose curve; in most records, active means well fitted curve in the direction sought with a large enough effect; inconclusive means small, poorly fitted or top-dose-only effect, or another doubt; inactive means no such curve, though single readings can be large; an effect the other way counts as inactive or inconclusive.
SMILES,POLH inh,RXFP1 antagonist,Pol iota inh,BLM helicase inh,Pol kappa inh,Anesthetic bind,APEX1 inh,POLB inh,Tb PGK inh
CC(C)c1ccc(N2C(=O)CSC23C(=O)N(Cc2cccc(F)c2)c2ccccc23)cc1 (stereo not given),-7%,.,-9%,-10%,-9%,-2%,.,-13%,0%
CC(C)c1ccc(NC(=O)C2CCCN(S(=O)(=O)c3cccc4nsnc34)C2)cc1 (stereo not given),-1%,.,-18%,-6%,3%,-6%,.,41%,-8%
CCCCNC(=O)Cn1nc(-c2ccc(C)cc2)ccc1=O,-1%,-1,29%,-5%,0%,?,9%,24%,i
COc1cc(C(=O)OCc2cc(=O)n3ccsc3n2)cc(OC)c1OC,-8%,.,9%,-5%,-18%,-10%,.,-26%,-3%
O=C(Cn1c2[n+](c3ccc(C(F)(F)F)cc31)CCCCC2)Nc1c(F)cccc1F,-9%,-10,80%[activator],-2%,-16%,-12%,3%,27%,6%
O=C(O)/C(=C\c1ccc(Cl)c([N+](=O)[O-])c1)c1ccc(S(=O)(=O)N2CCCC2)s1,22µM*,2,40µM*,.,?,.,11%,.,-18%
O=C(Nc1nnc(S(=O)(=O)N2CCCC2)s1)c1ccccc1F,1%&-3%,-8,-9%&1%,2%&-3%,-9%&-10%,-10%&-5%,13%,11%&29%,3%&5%
CCOC(=O)C1CCN(Cc2ccccc2C)CC1,0%,0,-9%,7%,-6%,-8%,-8%,4%,-2%
CCOc1ccccc1C(=O)Nc1ccc(S(=O)(=O)N(Cc2ccccc2)c2ccccc2)cc1,-13%,4,36%[activator],0%,6%,35%[activator],.,0%,i
Cc1ccc(CN2CCN(Cc3c(C)nn(C(C)C)c3C)CC2CCO)o1 (stereo not given),4%,3,14%,-3%,-4%,-2%,2%,22%,-5%
CCOC(=O)c1c(S(=O)(=O)N2CCCC(C(=O)N3CCN(c4cccc(C)c4C)CC3)C2)c(C)n(C)c1C (stereo not given),-8%,-6,-2%,-10%,-8%[60.1 µM],-13%,.,?,-8%
Fc1ccc(Cn2ccc(-c3cnc(-c4ccccc4)s3)n2)cc1,-28%,-11,-3%,-10%,-12%,-9%,-1%,5%,1%
Cc1cccc(NC(=O)c2ccc(F)c(S(=O)(=O)N3CCN(c4ccc(F)cc4)CC3)c2)c1,-6%,-22,4%,-10%,-7%[60.1 µM],2%,.,26%,12%
CCN1CCN(c2c(S(=O)(=O)c3ccc(C)c(C)c3)cnc3ccc(F)cc23)CC1,-16%&-8%,-9&-7,-1%&-6%,-8%&-2%,-2%&-8%,-23%&-16%,3%,4%&3%,-7%&-9%
Cc1ccnc(NC2CCCCC2)c1,-2%,3,-1%,5%,2%,?,16%,1%,-5%
Cc1cc(C(=O)NCC(=O)Nc2ccc(F)c(F)c2)c(C)o1,-7%,-5,52%[activator],.,-18%,.,18%,.,-4%
Cc1nc2ccccn2c1C(=O)N/N=C/c1ccccc1[N+](=O)[O-],-12%,-10,35%[activator],1%,-2%,-5%,-4%,4%,i
COc1ccc(-c2oc3cc(O)c(OC)c(O)c3c(=O)c2OC)cc1O,?,2,-2%,.,-11%,.,.,.,-14%
O=C(NCCNC(=O)c1ccccc1O)c1ccccc1O,-2%,-4,17%,3%,17%,-5%,-5%,37%,-4%
COc1ccc(S(N)(=O)=O)cc1C(=O)NCCCN1CCN(c2cccc(Cl)c2)CC1,-14%,.,27%,2%,-4%,-16%,-3%,10%,-3%
COc1ccc(/C=C2/SC(=O)N(CCC(=O)Nc3ccccc3)C2=O)cc1OC,-6%,-2,-39%,0%,-5%,-3%,-6%,36%,.
C=CCNC(=O)c1cc(=O)c2ccccc2o1,0%,13,?,1%,-6%,-5%,-2%,23%,.
COc1ccc(-n2nc(C(=O)N(C)C3CCCCC3)c3ccccc3c2=O)c(OC)c1,-11%,-4,3%,-1%,-5%,-3%,2%,4%,-1%
Cc1cc(=O)[nH]c(S)c1C#N,.,.,.,0%,.,1%,0%,-1%,.
CCCC1CCC(=NNC(=S)NCCc2ccccc2)CC1 (stereo not given),-28%,-22,82%[activator],-14%,-1%,?,16%,8%,i
CC(C)c1nnc(NC(=O)c2sc3ccccc3c2Cl)s1,-16%,-11,-8%,-3%,-17%,-19%,-2%,24%,-7%
CCOC(=O)C1CCN(C(=O)c2ccc(OC)cc2OC)CC1,8%,-1,-19%,-3%,-3%,-3%,-2%,-2%,-3%
CCOc1ccccc1NC(=O)CSc1nnc(C2CC2)n1CC,-15%,-6,-4%,-1%,-2%,10%,-14%,19%,-4%
O=C(COC(=O)CNC(=O)c1ccccc1)NCCCc1ccccc1,-10%,-12,45%[activator],.,1%,.,9%,.,-2%
Cc1ccc2nc(NCc3ccccc3)c(C=NCc3ccccc3)c(=O)n2c1,-22%,5,21%,0%,-5%,-13%,8%,8%,i
COc1ccc(OC)c(NC(=O)COC(=O)C2CCN(C(=O)c3ccc(Cl)cc3)CC2)c1,-26%,5,53%[activator],-1%,4%,-20%,?,-1%,1%
CCOc1cccc(-c2cc(=O)[nH][nH]2)c1,-16%,.,?,1%,-9%,2%,-10%,2%,-9%
Cc1ccc(Nc2nc(-c3cccnc3)cs2)cc1C,-12%,-7,30%,-4%,-1%,-14%,16%,10%,i
COc1cc(C)ccc1NC(=O)c1ccc(S(=O)(=O)N2CCOCC2)cc1,-9%,13,1%,-1%,-7%,-19%,2%,6%,8%
COc1ccc2[nH]c(=S)[nH]c2c1,-15%,-18,3%,2%,3%,-5%,2%,38%,i
Cc1ccc2c(c1)cc1c(=O)n(Cc3ccc(Cl)cc3)nc(C)n12,-19%,.,19%,0%,-3%,-10%,.,7%,-10%
O=C(Nc1ccncc1)c1cc(-c2ccccn2)nc2ccccc12,-18%,-11,104%[activator],-4%,-9%,-12%,14%,6%,-5%
CCc1ccc(NC(=O)c2cnn3c(C(F)F)cc(C)nc23)cc1,-8%,-1,36%[activator],1%,-7%,-12%,-3%,26%,i
COc1cnc(-c2ccccn2)nc1Oc1c(C)cccc1C,-10%,-14,-9%,3%,10%,-12%,-5%,-8%,-4%
COCc1c(C(=O)OCc2nnc(-c3ccc([N+](=O)[O-])cc3)o2)oc2ccccc12,-1%,-4,1%,.,-3%,.,36%[activator],.,-6%
COCc1ccc(C(=O)N2CCCC(C(=O)c3cccc(C(F)(F)F)c3)C2)o1 (stereo not given),-4%,4,?,-1%,-7%,-21%,9%,7%,2%
CC(C)CC1NC(=O)N(CC(=O)Nc2cc([N+](=O)[O-])ccc2F)C1=O (stereo not given),-25%,8,2%,.,-22%,.,14%,.,-2%
O=C(O)CCCN1C(=O)/C(=C\C(Cl)=C\c2ccccc2)SC1=S,10µM*,-12,?,-21%,?,-1%,?,?,-23%
COc1ccc(NC(=O)CSc2n[nH]c(=O)n2Cc2ccccc2)cc1Cl,-6%,-1,18%,-6%,-4%,0%,-11%,40%,i
COc1cc(C(C(=O)NC2CCCCC2)N(C(=O)Cc2c[nH]c3ccccc23)c2ccc(C)cc2)cc(OC)c1OC (stereo not given),-22%,-8,-20%,-11%,-15%,0%,-11%,15%,0%
O=C1C(c2ccc(F)cc2)N(CCc2ccccc2)C(=O)CN1C1CCCCCC1 (stereo not given),-20%,8,0%,0%,-8%[60.1 µM],0%,.,14%,4%
CCN1C(=O)NC(c2ccccc2)C1=O (stereo not given),-17%,.,27%,.,-14%,.,-9%,.,-8%
COc1cccc(-c2nnc3n(Cc4ccc(C)cc4)c(=O)c4ccccc4n23)c1O,-20%,-17,15%,-2%,9%,-8%,.,2%,-10%
Cc1cc(C)c(OCC(=O)N/N=C/c2ccc3c(c2)OCO3)c(C)c1,-12%,-9,90%[activator],2%,-5%,-12%,-2%,1%,-1%
CCC(C)[C@H](NC(=O)[C@@H]1CSC2c3ccccc3C(=O)N21)C(=O)NCc1ccco1 (stereo not given in full),-20%,13,-15%,-8%,-31%,-10%,14%,?,-9%
CC(=O)C(C)Oc1ccc2c3c(c(=O)oc2c1C)CCCC3 (stereo not given),-12%,-6,-10%,-3%,-3%,-22%,13%,38%,-16%
Cc1ccsc1C(=O)NC(C)c1ccccc1 (stereo not given),-1%,-6,21%,-1%,-4%,-21%,7%,21%,i
CCCC(C(=O)Nc1ccncc1)c1ccccc1 (stereo not given),-8%,-2,2%,-2%,8%,-5%,-16%,0%,-7%
CC(C)CNC(=O)c1ccccc1NC(=O)CSCc1ccccc1,-3%,-6,15%,-11%,1%,5%,0%,12%,i
O=C1CSC(=S)N1/N=C/c1cccnc1,?,-17,?,-17%,-17%,-11%,0%,-6%,12%
Cc1cc(C)cc(NC(=O)CSc2oc(-c3ccco3)nc2S(=O)(=O)c2ccc(Cl)cc2)c1,-14%,-16,?,-14%,-5%,-10%,.,-3%,7%
CCOCCCn1c(=N)c(S(=O)(=O)c2ccc(C)cc2)cc2c(=O)n3cc(C)ccc3nc21,-12%,-18,67%[activator],-2%,-5%,-5%,18%,12%,-4%

# Profiles as entered above. Values in the order: POLH inh	RXFP1 antagonist	Pol iota inh	BLM helicase inh	Pol kappa inh	Anesthetic bind	APEX1 inh	POLB inh	Tb PGK inh
# CCC(C)[C@H](NC(=O)[C@@H]1CSC2c3ccccc3C(=O)N21)C(=O)NCc1ccco1 (stereo not given in full) reads -20%	13	-15%	-8%	-31%	-10%	14%	?	-9%
# Cc1cc(C)cc(NC(=O)CSc2oc(-c3ccco3)nc2S(=O)(=O)c2ccc(Cl)cc2)c1 reads -14%	-16	?	-14%	-5%	-10%	.	-3%	7%
# CC(=O)C(C)Oc1ccc2c3c(c(=O)oc2c1C)CCCC3 (stereo not given) reads -12%	-6	-10%	-3%	-3%	-22%	13%	38%	-16%
# CCCC(C(=O)Nc1ccncc1)c1ccccc1 (stereo not given) reads -8%	-2	2%	-2%	8%	-5%	-16%	0%	-7%

# Only part of the results is shown. The share of hits here may be higher or lower than overall.
